Assay outcomes as filed in PubChem.
NR2E3 ag-1 – agonists of human nuclear receptor NR2E3. GST-NR2E3/biotin-RetCOR TR-FRET, 1536-well. AID 2300. inhibition of corepressor binding, % at 4.78 µM. Q9Y5X4. 320,000 compounds, 0.12% hits;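 active = percent inhibition above the cutoff of mean plus 3 SD of all tested compounds, set per screening campaign, cut at about 20% in these data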;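 note: 0% = DMSO wells and 100% = biotin wells as full block of FRET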
Target sequence (Q9Y5X4 whole entry, looked up): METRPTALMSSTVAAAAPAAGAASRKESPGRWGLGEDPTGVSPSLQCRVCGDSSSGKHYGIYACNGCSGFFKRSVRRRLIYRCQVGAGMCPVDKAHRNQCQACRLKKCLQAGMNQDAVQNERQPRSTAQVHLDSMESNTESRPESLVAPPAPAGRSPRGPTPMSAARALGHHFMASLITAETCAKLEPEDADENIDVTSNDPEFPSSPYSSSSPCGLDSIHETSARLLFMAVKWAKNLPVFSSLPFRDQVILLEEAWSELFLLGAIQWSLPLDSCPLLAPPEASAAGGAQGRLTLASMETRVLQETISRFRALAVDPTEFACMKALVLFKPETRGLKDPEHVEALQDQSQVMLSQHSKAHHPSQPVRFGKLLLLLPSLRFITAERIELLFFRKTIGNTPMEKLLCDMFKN
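Material: NR2E3–RetCOR corepressor complex | Quantity: 1.35 nM GST-tagged NR2E3 final | Schedule: 5 h at 4 °C | Replication: Singlicate compound wells | Reagent: RetCOR corepressor, biotinylated, 7 nM | Controls: Biotin wells as high control, 0.6% DMSO wells as low control | Signal: TR-FRET, Eu(K)-anti-GST donor, streptavidin-D2 acceptor, ex 340, em 617/671 nm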
TRAIL sens C8 – sensitizes caspase-8 expressing cells to TRAIL; AID 624354; inhibition (viability loss, TRAIL sensitization), % at 10 µM; 360,000 compounds, 1% hits; NB7+C8 cells + TRAIL, ATPlite viability luminescence;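 active = compounds causing at least 50% loss of cell viability in the single-dose screen, relative to plate controls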
KKLEB tox – reduces viability of KKLEB cystic fibrosis airway cells; 360,000 compounds, 0.36% hits; activity change (cytotoxicity), % at 5 µM; KKLEB CF airway cells viability, ATPlite luminescence, overnight; active compounds read low; cells stimulated with P. aeruginosa culture filtrate;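 active = corrected activity change at or below -50% at 5 µM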
Shn3 3UTR inh – inhibitors of Schnurri-3 3'UTR reporter in osteoblasts; Clone20 osteoblast Shn3 3'UTR firefly luciferase, 24 h; inhibition, % at 12.5 µM; 360,000 compounds, 0.52% hits; AID 588674;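 active = mean inhibition of at least 75% with every replicate also reaching 75%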;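 note: 0% = median of neutral control wells and 100% = pilot-screen positive control compound; some compounds past the cut are filed as inactive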
HIF-2a inh – HIF-2a inhibition. 360,000 compounds, 0.72% hits. 786-0 RCC cells HIF-2a reporter, luciferase luminescence, overnight. inhibition, % at 18.8 µM;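 active = inhibition of the luminescence signal of 40% or more relative to plate controls, in a single-dose primary screen at 18.75 µM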
Peg3 prom inh – reduces Peg3 promoter-driven luciferase expression in HeLa; AID 588405; HeLa PEG-Prom luciferase reporter, luminescence, overnight; inhibition, % at 20 µM; 360,000 compounds, 1.7% hits;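 active = inhibition of at least 50% at 20 µM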
TROY NFkB inh – TROY signaling inhibition. Q293 LMP1-TROYcd NF-kB luciferase reporter, 4 h. 360,000 compounds, 0.98% hits. inhibition, % at 10 µM;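 active = compounds whose plate-normalised and pattern-corrected inhibition of the luciferase reporter signal at the single screening dose is 50% or more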
CF NFkB block – inhibitors of cystic fibrosis induced NF-kB. inhibition, % at 5 µM. KKLEB NF-kB-GFP reporter, PAF-induced, GFP fluorescence overnight. 360,000 compounds, 0.86% hits. AID 588850;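 active = at least 50% inhibition at 5 µM, scaled per plate between neutral and stimulator controls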;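 note: PAF is a Pseudomonas aeruginosa culture filtrate used as stimulus; plate controls were PAF-stimulated DMSO wells for no effect and unstimulated DMSO wells for full effect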
TWEAK Fn14 block – TWEAK-Fn14 signaling inhibition; inhibition, % at 10 µM; TWEAK-stimulated Fn14 reporter cells, luciferase luminescence, 8 h; 360,000 compounds, 2% hits; AID 1159606; in the data active = inhibition above about 50%
NR2E3 ag-2 – human photoreceptor-specific nuclear receptor agonism | CHO-S Gal4-NCOR/VP16-NR2E3 two-hybrid, luciferase | AID 602229 | Q9Y5X4 | 360,000 compounds, 0.35% hits | inhibition of corepressor binding, % at 3.98 µM;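 active = inhibition above the mean of all tested compounds plus 3 SD, cut at about 70% in these data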;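 note: 0% = DMSO with NR2E3 transfected cells and 100% = cells lacking NR2E3 construct; higher means lower luciferase signal from less NR2E3 corepressor binding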
TRPM1 prom inh – reduces MITF-dependent TRPM1 promoter luciferase signal. 330,000 compounds, 0.83% hits. inhibition, % at 12.5 µM. SK-MEL-5 TRPM1 promoter luciferase, 24 h;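 active = mean inhibition across replicates of 60% or more, whatever share of single replicates reaches that level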; note: values of inactives mirror those of a sister screen read the other way
* marks the source's active call; other numbers are inactive results; x = not tested or not shown. Only part of the results is shown. The share of hits here may be higher or lower than overall.

SMILES	NR2E3 ag-1	TRAIL sens C8	KKLEB tox	Shn3 3UTR inh	HIF-2a inh	Peg3 prom inh	TROY NFkB inh	CF NFkB block	TWEAK Fn14 block	NR2E3 ag-2	TRPM1 prom inh
CC(=O)Nc1ccc(Sc2ccccc2C(=O)O)c(C(=O)O)c1	-3	-1	6	-57	12	13	8	-10	9	-18	-1
CN(Cc1ccc(C(F)(F)F)cc1)C(=O)c1ccc2ccccc2n1	5	-11	-7	-6	-6	6	6	11	38	4	-1
CSc1ncccc1C(=O)N1CCC1(C)C(=O)NC(C)C (stereo not drawn)	x	-17	2	-29	10	12	-9	1	23	-5	x
O=C(Nc1ccc(F)cc1)Nc1nnc([C@H]2C[C@H](O)[C@@H](CO)O2)s1	x	4	-6	-10	-6	-5	-24	8	-12	-5	x
CCOc1cc(C(=O)NCc2ccc(-c3nc4ccccc4o3)cc2)cc(OCC)c1OCC	3	6	-10	3	-15	30	7	16	-42	5	7
CCSc1nnc(NC(=O)c2cc(OC)c(OC)c(OC)c2)s1	6	2	2	-2	9	3	7	-17	-8	3	-2
O=C(NC(=S)N1CCCCC1c1cccnc1)c1ccc(Br)cc1 (stereo not drawn)	2	-2	5	4	-36	-17	-47	-6	12	12	-8
O=C(Nc1ncc2c(n1)CC(c1ccco1)CC2=O)c1ccc(Cl)cc1 (stereo not drawn)	-2	6	1	-11	13	29	22	4	5	-48	-13
CC(C)=CCN1CCN(Cc2ccc(N3CCNC3=O)cc2)CC1CCO (stereo not drawn)	0	9	-12	x	-9	-2	4	10	5	-35	-5
O=C(Cn1c(-c2cncs2)nc2ccccc21)NCc1ccccc1	1	-6	-5	14	23	13	-4	8	29	9	6
O=C(CSc1ncn[nH]1)Nc1ccc2c(c1)OCCO2	2	-17	-12	-35	-54	-44	-16	0	28	-32	-13
COC(=O)C(C(=O)OC)C(C)C(C(=O)OC)C(=O)OC	2	-5	4	17	7	-3	11	13	9	-1	-6
COc1ccc(-c2ccncc2)cc1OC	4	-1	-7	15	2	-15	1	15	1	4	2
CC(C)CC(NC(N)=O)C(=O)OCC(=O)NC(=O)NC1CCCC1 (stereo not drawn)	1	2	-2	-3	7	-6	9	6	6	17	0
CC(=O)c1ccc(S(=O)(=O)NC2CCCCCCC2)cc1	3	13	4	36	11	24	-6	17	5	18	-18
CCOC(=O)N1CCN(C(=O)C(=O)Nc2ccc3nc4n(c(=O)c3c2)CCCCC4)CC1	-2	-10	-12	1	1	11	3	6	-14	-1	11
Cn1nc(SCc2ccccc2)c(=O)n(C(c2ccccc2)c2ccccc2)c1=O	x	-13	9	23	23	-233	9	-1	9	-15	-5
O=C(OCc1ccccc1)c1cccc(-c2nnc(-c3ccccc3)o2)c1	6	-8	6	-50	11	-112	-31	-12	-2	-72	-25
COC(=O)c1nn(-c2ccccc2)ccc1=O	4	-9	9	7	13	1	-21	-10	-15	-25	8
CCN(Cc1ccccc1)C(=O)CCS(=O)(=O)c1cc2c(cc1Cl)NC(=O)CO2	1	4	8	-6	7	19	0	-16	21	8	x

An excerpt from above in order of their number in CF NFkB block, low to high:
Structure	CF NFkB block
CCN(Cc1ccccc1)C(=O)CCS(=O)(=O)c1cc2c(cc1Cl)NC(=O)CO2	-16
CC(C)CC(NC(N)=O)C(=O)OCC(=O)NC(=O)NC1CCCC1 (stereo not drawn)	6
COc1ccc(-c2ccncc2)cc1OC	15

(list continues)
SMILES	NR2E3 ag-1	TRAIL sens C8	KKLEB tox	Shn3 3UTR inh	HIF-2a inh	Peg3 prom inh	TROY NFkB inh	CF NFkB block	TWEAK Fn14 block	NR2E3 ag-2	TRPM1 prom inh
O=C(c1ccco1)N1CCCSC1=Nc1ccccc1	-3	-6	23	-7	12	26	5	6	9	4	2
O=C(CCn1c(=O)c2cccn2c2cccnc21)NCCCN1CCN(c2ccc(F)cc2)CC1	x	-6	-13	61	13	9	4	2	-19	-2	x
COc1cccc(NC(=O)Nc2cc(C)ccc2OC)c1	1	-6	5	-40	-60	-29	-8	-16	-14	-8	-5
Cn1c(-c2ccc3ccccc3n2)nc2cnccc21	0	20	6	-60	-237	-260	-59	-12	-10	-84	-21
O=C(Cn1ncc2c([nH]c3ccccc32)c1=O)N1CCN(c2ccccc2F)CC1	0	1	-7	-13	7	11	-3	-10	-20	-18	12
COc1ccc(Br)cc1/C=N/Nc1ccc(S(=O)(=O)Nc2ccccc2C(=O)O)cc1[N+](=O)[O-]	x	-1	-7	-6	9	9	58*	28	-15	-13	-2
O=C(CNC(=O)c1cccs1)NCC(=O)OCC(=O)c1ccccc1	3	4	7	2	8	-10	-8	-6	-18	-30	-4
CC(C)NC(=O)Nc1ccc2c(c1)C(=O)N([C@H](C)CO)C[C@H](C)[C@@H](CN(C)C(=O)Nc1ccc3c(c1)OCO3)O2	x	8	3	-15	6	-2	-13	-2	6	-31	-3
CCOC(=O)N1CCN(S(=O)(=O)c2cc(Cl)ccc2Cl)CC1	2	-2	3	0	11	-7	5	2	15	2	3
CCc1nnc(NC(=O)c2ccc(-c3ccccc3Cl)o2)s1	2	-17	-12	-60	-91	-203	-39	-20	-10	-15	-29
CCn1c(SCC(=O)Nc2sc(C)c(C)c2C#N)nnc1C1CC1	0	23	0	6	7	-7	6	-25	0	-12	-10
COc1ccc(CNS(=O)(=O)c2ccc(-c3cc(C)no3)cc2)cc1	5	3	-2	-24	7	26	27	-7	6	51	7
O=C(CNCc1cccnc1)Nc1cc(C(F)(F)F)ccc1N1CCOCC1	0	6	-13	-31	3	-10	8	-6	6	5	-5
Cc1ccc(S(=O)(=O)N2CCC(=O)N([C@H](CO)Cc3ccccc3)CC2)cc1	x	-9	x	x	2	x	0	x	-12	4	x
COc1cccc(NC(=O)c2ccc(NC(=O)C3CC(=O)OC34CCCCC4)cc2)c1 (stereo not drawn)	-2	-3	-16	4	10	7	-6	2	16	-7	10
CCOC(=O)C1CCN(Cc2cnc(NC(=O)OC)s2)CC1	-1	-6	4	-12	15	15	-2	7	3	9	9
CCc1ccc(C(=O)NNC(=O)CCC2CCCCC2)cc1	1	17	7	-10	-26	-25	-9	1	-11	-8	-3
Cc1ccc(NC(=O)CCSc2nnc(C)o2)cc1	2	-3	4	7	9	-11	-3	5	12	-4	-12
O=C(NC1CCCC1)C1CCCN(S(=O)(=O)c2cnc[nH]2)C1 (stereo not drawn)	3	-16	2	11	7	2	-2	14	-25	-10	7
CSc1ncccc1C(=O)OCC(=O)c1ccc[nH]1	x	2	8	-22	-29	-27	-14	-29	-8	-16	-14
CC(=O)NC(C)c1cc(Cl)c2ccccc2c1O (stereo not drawn)	2	8	-5	-16	14	0	-21	0	13	-18	14
Cn1cc(Cl)c(C(=O)OCC(=O)c2ccccc2)n1	3	3	15	-12	-5	-7	-46	-10	5	-12	-19
Cc1cc(NC(=O)CSc2ccc(-c3nc4cc(C)c(C)cc4[nH]3)cn2)no1	0	43	-45	-43	-144	-100	-62	36	-6	-12	27
COC(=O)c1c(-c2cccnc2)csc1NC(=O)c1cc(C)on1	-2	30	-32	-139	-306	-321	-20	-18	2	-133	-52
CCc1ccccc1NC(=O)C1CC(c2ccc(OC)cc2)=NO1 (stereo not drawn)	2	-10	4	9	14	3	10	-4	-9	5	4
CCc1nnc(NC(=O)CN2CCN(C(=O)c3ccccc3)CC2)s1	-2	1	-10	-5	17	5	-13	0	2	3	-2
CCOc1ccc(CN(C)CC(=O)Nc2ccc([N+](=O)[O-])cc2Cl)cc1	0	-2	-8	1	12	24	1	11	-30	-30	-7
COc1ccc(CNC(=O)Nc2cccc3ccccc23)cc1	2	-8	2	12	-59	-18	-9	3	1	-26	-6
O=C(Cc1noc2ccccc12)Nc1ccc2ccccc2c1	0	9	2	-64	-169	-133	-56	-3	-44	-39	-20
COc1ccc(-c2nn(-c3ccccc3)cc2/C=C/C(=O)N(C)CC(=O)Nc2cccc(F)c2)cc1OC	x	20	-10	21	-7	47	19	31	34	-15	-3
COc1ccc(NC(=O)CN2CCN(CC(=O)Nc3ccccc3OC)CC2)c(OC)c1	x	-23	3	11	4	11	7	-3	1	14	-6
COc1cc(SC)ccc1C(=O)OCC(=O)NC1CCCC1	-1	2	-1	-69	-110	-135	-18	0	-11	-12	-23
CN(C)CC(O)CN1C(=O)N(CN2C(=O)N(CC(O)CN(C)C)C(=O)C2(C)C)C(C)(C)C1=O (stereo not drawn)	2	-5	-4	19	4	4	13	-6	3	7	5
O=C(O)c1cccc(S(=O)(=O)N2CCN(C(c3ccccc3)c3ccccc3)CC2)c1	0	0	9	16	17	-5	-24	5	5	-11	3
COC1C(OC(=O)/C=C/C=C/C=C/C=C/C(=O)O)CCC2(CO2)C1C1(C)OC1CC=C(C)C (stereo not drawn) (tested in a mixture with another compound)	x	-9	0	-9	8	-9	5	-10	11	14	2
Cc1ccc(NC(=O)COC(=O)c2ccc(-n3cccn3)cc2)cc1C	8	-7	0	-17	-3	10	-6	10	0	-20	-8
CCNc1ncnc2[nH]ncc12	x	-2	6	-15	8	3	-2	13	-1	-19	-13
Nc1ccc2sc(N)nc2c1	-1	0	1	-7	-70	-40	27	2	30	-20	-3
Cc1ccc(/C=C/C(=O)NC2=NCCS2)cc1	1	76*	-8	-20	-21	-195	29	-1	52*	-124	-10
COc1ccccc1CN=c1c([N+](=O)[O-])nn(-c2ccc3c(c2)OCCO3)n1O	-3	20	15	2	-159	-43	-9	21	44	-48	-3
CCc1c(Cl)nc(N)nc1Nc1ccccc1Cl	x	6	-15	15	8	5	-9	36	32	12	-5
COC(=O)CSc1nnc(-c2cccs2)n1-c1ccc(Cl)cc1	-1	-9	-2	-4	8	4	1	-2	0	-9	-4
CCN(Cc1ccccc1)S(=O)(=O)CCNC(=O)c1ccccc1	0	-6	5	6	10	12	-4	6	-4	-20	5
CCC(C(=O)Nc1cc(C(=O)Nc2cc(C)ccn2)ccc1Cl)c1ccccc1 (stereo not drawn)	5	1	13	22	-18	-21	-22	-2	10	10	-3
[O-]/C(=C(\C(=S)Nc1ccc(Cl)cc1)[n+]1ccccc1)c1ccc(OC(F)F)cc1	-2	6	0	-8	-73	-1	-36	-8	-25	7	1
COc1ccc(NS(=O)(=O)c2cc(C(=O)N3CCN(C(C)=O)CC3)ccc2Cl)cc1	0	0	0	-15	4	-2	11	18	-5	-21	-10
CC1(C)CC(=O)C(C=Nc2ccc(NC3=C(C#N)C(=O)CC(C)(C)C3)cc2)=C(O)C1	3	-5	2	-6	13	2	5	-6	8	-26	12
COc1ccc(-c2nc(NC(=O)c3ccccc3)sc2-c2ccc([N+](=O)[O-])cc2)cc1	0	-4	0	11	3	11	8	-17	-19	-9	4
